# SNCA expr inhib – Primary qHTS assay for inhibitors of alpha-synuclein gene (SNCA) expression; HEK-293 SNCA-luciferase knock-in, luminescence, 24 h; Potency, µM (doses to about 57.2 µM), for inactives: at the top dose activity change, negative = inhibition, usual class: inhibitors; hit rate 0.17% among 140,000; AID 1671194, 2021;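 also: potency is read from the fitted curve at half-maximal effect; plate controls were DMSO cells for no effect and cell-free wells for full effect; nearly all actives have a fitted effect of over 45% in size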
# IP6K1 inh – Primary qHTS assay for small molecule inhibitors of Inositol hexaphosphate kinase 1 (IP6K1); IP6K1 kinase, ADP-Glo luminescence, 2 h; stronger effect = lower value; activity change, % (series mostly up to about 58 µM); hit rate 0.81% among 140,000; Inositol hexakisphosphate kinase 1 (Homo sapiens), Q92551; in the data active = activity change below about -25%
# Target sequence (Q92551 whole entry, looked up): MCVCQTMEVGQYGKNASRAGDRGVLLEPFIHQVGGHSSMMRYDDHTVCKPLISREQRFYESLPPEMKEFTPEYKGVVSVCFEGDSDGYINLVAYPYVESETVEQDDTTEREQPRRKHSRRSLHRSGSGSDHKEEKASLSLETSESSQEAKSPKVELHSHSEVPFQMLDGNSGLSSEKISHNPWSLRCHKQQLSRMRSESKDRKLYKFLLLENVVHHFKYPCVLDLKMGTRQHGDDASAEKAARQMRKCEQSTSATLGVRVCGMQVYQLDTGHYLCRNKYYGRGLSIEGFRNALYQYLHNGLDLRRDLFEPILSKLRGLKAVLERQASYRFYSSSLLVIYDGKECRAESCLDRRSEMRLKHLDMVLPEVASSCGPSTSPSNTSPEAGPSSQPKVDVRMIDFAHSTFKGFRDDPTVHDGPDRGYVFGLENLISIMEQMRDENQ
#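 ADP-Glo luminescence measures ADP made by human IP6K1 during a 2 h RT reaction with ATP/IP6 (mix at 1.3 mM/130 uM); top library doses 57.5 and 19.1 uM final.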
# HEK cytotox – Cytotoxic Profiling in HEK 293 Cell Line of Diverse Libraries Using Quantitative High-Throughput Screening; HEK 293 viability, ATP luminescence (CellTiter-Glo), 48-72 h; Potency, µM (top dose mostly 115 µM), for the others: top-dose activity change, negative = cytotoxicity, actives largely listed as inhibitors; hit rate 6.6% among 94,000; AID 1345083, 2018; also: potency is read from the fitted curve at half-maximal effect; nearly all actives have a fitted effect of over 60% in size
#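 HEK 293 cells at 250 cells/well were exposed to compounds by pintool transfer for 48 or 72 hr at 37 degree Celsius, 5% CO2. Viability was read as ATP-coupled luminescence with CellTiter-Glo after 10 min at room temperature.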
# FLuc inh – Firefly luciferase inhibition profiling of diverse chemical library using quantitative high-throughput screening | hit rate 2.5% among 76,000 | Potency, µM (doses to about 115 µM), without a hit: at the highest dose activity change, negative = inhibition, usual class: inhibitors | AID 1347043, 2019 | Luciferin 4-monooxygenase (Photinus pyralis), P08659 | purified P. pyralis luciferase, luminescence, biochemical; also: potency is read from the fitted curve at half-maximal effect; nearly all actives have a fitted effect of over 65% in size
# Target sequence (P08659 whole entry, looked up): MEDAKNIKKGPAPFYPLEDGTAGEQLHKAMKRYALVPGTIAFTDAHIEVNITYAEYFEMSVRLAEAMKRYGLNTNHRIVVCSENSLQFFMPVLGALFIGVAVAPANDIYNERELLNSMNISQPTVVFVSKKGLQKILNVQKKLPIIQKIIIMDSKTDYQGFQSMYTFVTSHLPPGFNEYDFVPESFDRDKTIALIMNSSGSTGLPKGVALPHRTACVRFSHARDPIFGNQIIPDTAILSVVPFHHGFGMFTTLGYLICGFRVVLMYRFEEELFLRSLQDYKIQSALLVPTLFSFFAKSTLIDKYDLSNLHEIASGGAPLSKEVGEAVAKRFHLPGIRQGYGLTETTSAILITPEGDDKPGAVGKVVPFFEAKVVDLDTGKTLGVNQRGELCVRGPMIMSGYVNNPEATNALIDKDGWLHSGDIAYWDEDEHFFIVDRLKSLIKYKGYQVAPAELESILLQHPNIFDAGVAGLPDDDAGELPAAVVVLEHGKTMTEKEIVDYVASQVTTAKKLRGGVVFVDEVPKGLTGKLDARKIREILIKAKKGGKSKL
#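 Luminescence read by CCD imager after adding enzyme (10nM final) to wells holding compound, titrated in qHTS. Substrates 10uM each D-luciferin and ATP; buffer 50mM Tris acetate pH 7.5, 10mM Mg acetate, Tween-20, BSA.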
# NIH3T3 tox – Cytotoxic Profiling in NIH 3T3 Cell Line of Diverse Libraries Using Quantitative High-Throughput Screening | NIH 3T3 viability, CellTiter-Glo ATP luminescence, 48-72 h | Potency, µM (series often up to 96.7 µM), for inactives: at the highest dose activity change, negative = cytotoxicity, hits mostly inhibitors | hit rate 4.3% among 94,000 | AID 1345082, 2018; also: potency is read from the fitted curve at half-maximal effect; nearly all actives have a fitted effect of over 55% in size
#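 Viability of NIH 3T3 cells after 48 or 72 hr compound treatment at 37 °C was assessed by CellTiter-Glo, with luminescence imaged following a 10 min room-temperature step.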
# GPT2 inh – Primary qHTS assay for inhibitors of Glutamate pyruvate transaminase 2 (GPT2); hit rate 0.25% among 100,000; Potency, µM (highest dose often 57.7 µM), inactives show top-dose activity change, negative = inhibition, most hits filed as inhibitors; AID 1671188, 2021; Recombinant GPT2, coupled pyruvate oxidase/HRP Amplex Red fluorescence; also: potency is read from the fitted curve at half-maximal effect; nearly all actives have a fitted effect of over 60% in size; many of its hits are not listed in these tables
#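 Fluorescence read-out: pyruvate from GPT2 turnover coupled to pyruvate oxidase, HRP and Amplex Red (0.2mM ThPP, 0.2U/mL PO and HRP, 50uM Amplex final). Substrates 250uM a-KG, 2mM L-alanine; enzyme 10ng/uL; 30 min RT.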
# HEK293 viab – GF-AFC viability counterscreen for inhibitors of alpha-synuclein gene (SNCA) expression | HEK-293-SNCA-luc viability, GF-AFC fluorescence, 24 h | Potency, µM (doses to about 57.1 µM), for the others: at the top dose activity change, negative = cytotoxicity, usual class: cytotoxic | hit rate 0.12% among 150,000 | AID 1671193, 2021;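 also: potency is read from the fitted curve at half-maximal effect; 0% = DMSO-treated cells and -100% = medium-only wells without cells; nearly all actives have a fitted effect of over 30% in size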
#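 HEK-293-SNCA-luc cells (1500/well) plated 24 h, then exposed 24 h to a dilution series; GF-AFC added 30 min at 37C, fluorescence 405/540 nm; normalised to medium-only and DMSO wells, Hill fit.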
# Starred values were filed as active, the others as inactive; i = inactive; ? = inconclusive; · = no result given; & = joins results of further samples; ! = not confirmed by another sample; [ ] = remark or other dose. Unless noted, calls follow the shape of the dose curve; as a rule, active = well fitted curve in the direction sought with a large enough effect; inconclusive = small, poorly fitted or top-dose-only effect, or another doubt; inactive = no such curve, though single readings can be large; an effect the other way counts as inactive or inconclusive. Unless noted, % is scaled to controls: 0 for no effect and ±100 for the full control effect.
1. CCS(=O)(=O)c1ccccc1C(=O)Nc1ccc(-c2nc3ccccc3s2)cc1
2. COCCCn1c(=O)c2sccc2n2c(CCCC(=O)NC3CCC(C)CC3)nnc12 (configuration not stated)
3. CNCc1cn(C2CCN(Cc3c(OC)ccc(F)c3F)CC2)nn1
4. CN1CCN(Cc2nc(C3(O)CCN(Cc4ccccc4)CC3)cs2)CC1
5. CCOc1ccc(C(=O)NCCc2sc(-c3ccc(OC)c(OC)c3)nc2C)cc1
6. COCCCNC(=O)c1nc2sccn2c1-c1cccc(OC)c1
7. O=C1NCCCCCCN(C(=O)NC2CCCCC2)[C@H]2C[C@H](C(=O)N3CCc4ccccc4C3)C[C@@H]12
8. COC1C(=O)N(C2CCN(C(=O)Nc3ccc4c(c3)OCCO4)CC2)C12CCOCC2 (configuration not stated)
9. CCOC(=O)c1c(NC(=O)/C=C/c2ccc(OCC)cc2)sc(C)c1C
10. Cc1oc(-c2ccc(Cl)cc2)nc1CSc1nnc(C)n2c1cc1sccc12

Assay by compound	1	2	3	4	5	6	7	8	9	10
SNCA expr inhib	112%[activator]	-3%	-20%	-1%[87.6 µM]	41%[activator]	-7%	-22%	79%[activator]	-14%	13%
IP6K1 inh	-9	19	-5	13	-10	10	1	-9	21	56
HEK cytotox	·	·	?	?	·	0%	-13%	i	·	·
FLuc inh	·	·	1%	-5%[172 µM]	·	·	0%	?	·	·
NIH3T3 tox	·	·	-4%	?	·	-8%	-21%	4%	·	·
GPT2 inh	·	·	i	1%[88.5 µM]	·	i	i	-10%	·	·
HEK293 viab	-15%	-27%	-15%	-10%[87.6 µM]	?	-4%	-11%	7%	11%	-7%

11. c1c[nH]c(C2CCCC2)n1
12. Cc1ccncc1C(=O)N1CC[C@H](n2c(=O)n(C)c3cccnc32)C1
13. Cc1nccn1CC1CCN(C(=O)c2cn(C3CCC(N)CC3)nn2)CC1 (configuration not stated)
14. CS(=O)(=O)Nc1ccc(C2(C(=O)NCCN3CCCCC3)CCCCC2)cc1
15. O=C(NC1CCN(Cc2cccc(-c3ccc(F)cc3F)c2)CC1)c1cccc(Cl)c1
16. CNCC(=O)N1CCN(Cc2nc(C3CC3)no2)CC(O)C1 (configuration not stated)
17. O=C(NC[C@H]1OC[C@@H](NCc2cnc[nH]2)[C@@H]1O)C1CCCC1
18. CCc1nc2cc(N3CCCC(C(=O)NC(C)C)C3)cnc2nc1CC (configuration not stated)
19. CN(C)C1CCN(Cc2cc3cc4c(cc3nc2-c2ccc(Cl)cc2)OCO4)C1 (configuration not stated)
20. O=C1NCc2ccccc2CC12CCCN(Cc1ccsc1)C2 (configuration not stated)

Assay by compound	11	12	13	14	15	16	17	18	19	20
SNCA expr inhib	?	35%[activator]	-26%	0%	·	?	2%[87.6 µM]	-17%	27%	-16%
IP6K1 inh	0	-18	20	7	5&8	-2	-4	2	11	3
HEK cytotox	i	-18%	2%	1%	22µM*!	-9%	-4%[172 µM]	-2%	?	-19%
FLuc inh	·	·	-5%	3%	·	-4%	-7%[172 µM]	5%	28µM*	·
NIH3T3 tox	1%[279 µM]	-13%	-7%	3%	16µM*	-7%	3%[138 µM]	-9%	?	-5%
GPT2 inh	-12%[192 µM]	-20%	-12%	-10%	·	?	3%[88.5 µM]	?	-18%	i
HEK293 viab	3%[183 µM]	8%	-6%	3%	·	5%	4%[87.6 µM]	5%	-24%	-4%

21. COc1ccc(NC(=O)c2c(NCc3ccc(N(C)C)cc3)sc3c2CCC3)cc1
22. COCCNc1ncc(-c2cccc(NC(C)=O)c2)c2c1OCC2
23. CC(C)(C)CC(=O)NCc1cccnc1Oc1cccc(C(F)(F)F)c1
24. CN1C(=O)c2ccccc2Sc2ccc(NC(=O)c3ccc(C#N)cc3)cc21
25. Cc1ccccc1CCC1CCCN(C(=O)CCc2ccncc2)C1 (configuration not stated)
26. CCN1C(=O)C2CC3(CCN(Cc4cccc(OC)c4)CC3)CN2C1=O (configuration not stated)
27. COC(=O)[C@@H]1Cc2c([nH]c3ccccc23)[C@H]2C[C@@H](NCc3ccccc3)C[C@@H](c3ccccc3F)N21
28. O=C(O)COc1ccc(-c2nccc3c2C(=O)N(Cc2c[nH]c4ccccc24)CC(CNC(=O)c2cccc(Cl)c2)O3)cc1 (configuration not stated)
29. Cc1ccc(CNC(=O)CN2C(=O)C3CCCCN3c3ccc(C(=O)N4CCCC4)cc32)cc1 (configuration not stated)
30. CCNC(=O)C1CCN(Cc2cc3ccccc3n2Cc2ccc(C)cc2)CC1

Assay by compound	21	22	23	24	25	26	27	28	29	30
SNCA expr inhib	29%	-26%[87.6 µM]	11%	?	-13%	-3%	?	-2%	1%	-23%
IP6K1 inh	-27*	0	21	5	9	18	-12	8	-2	-11
HEK cytotox	·	?	?	·	?	?	25µM*	-10%	·	·
FLuc inh	·	6.3µM*	-7%	·	-16%	·	8%	-13%	·	·
NIH3T3 tox	·	?	-34%	·	?	-12%	25µM*	32µM*	·	·
GPT2 inh	·	3%[88.5 µM]	-30%	·	i	i	5%	-17%	·	·
HEK293 viab	-22%	-7%[87.6 µM]	5%	-9%	-7%	8%	-27%	8%	3%	-21%

31. CN1C(=O)C2(CCN(C(=O)C3CCCC3)CC2)c2ccccc21
32. Cc1ccc(NC(=O)Nc2ccc(C)n(CC(=O)Nc3ccc(C)cc3C)c2=O)cc1
33. COc1ccc(OC)c(NC(=O)c2c(C)oc3ccn(Cc4cccc(F)c4)c(=O)c23)c1
34. CSc1ccc(CCNC(=O)Cn2ncc3c([nH]c4ccccc43)c2=O)cc1
35. COCCN1C(=O)c2cccn2CC1CNC(=O)NCc1ccc(F)cc1 (configuration not stated)
36. CCCNC(=O)c1noc(-c2ccc(C#N)cc2)n1
37. COc1cccc(CN2CCc3nn(Cc4ccccc4)c(=O)n3CC2)n1
38. CC(C)C1N=C2c3ccccc3N=C(SCC(=O)NCc3ccc(Cl)cc3)N2C1=O (configuration not stated)
39. CCOC(=O)c1cccc(NC(=O)C2COc3ccc(OC)cc3C2)c1 (configuration not stated)
40. CN(Cc1cccc(CCN)c1)Cc1cccc2ncccc12

Assay by compound	31	32	33	34	35	36	37	38	39	40
SNCA expr inhib	4%	116%[activator]	-12%	0%	0%	39%[activator]	0%	14%	-18%	-13%
IP6K1 inh	4	-6	6	-8	-4	-10	0	-2	13	1
HEK cytotox	?	-5%	-13%	·	i	14%	-7%	·	·	45µM*
FLuc inh	62%	?	1%	·	4%	-9%	2%	·	·	1%
NIH3T3 tox	-7%	2%	-11%	·	i	-12%	-2%	·	·	?
GPT2 inh	i	i	i	·	-4%	i	-10%	·	·	2%
HEK293 viab	6%	15%	-15%	-11%	4%	0%	6%	-14%	-3%	-28%

41. O=C(CSc1nc2c([nH]c3ccccc32)c(=O)n1-c1ccc(F)cc1)N1CCCCC1
42. CNC(=O)N1CCC(C2CCN(C(=O)CCCc3ccccc3)C2)CC1 (configuration not stated)
43. COc1ccc(-c2ccc(NS(=O)(=O)c3cccc(Cl)c3)cc2)nn1
44. COc1ccccc1-c1nn2c(=O)cc(CN3CCN(S(=O)(=O)c4ccc(C)cc4)CC3)nc2s1
45. F[C@@H]1CN(C2CCC2)C[C@@H]1OCc1nc2ncccc2[nH]1
46. CN(C(=O)Cn1cccc1-c1nc(-c2ccccc2)no1)c1ccc(F)cc1
47. CN(C(=O)c1c2c(nc3ccccc13)C(=O)N(C1CCCCC1)C2)c1ccc(F)cc1
48. c1cc(-c2ccnc3nc(CCC4CCCC4)nn23)ccn1
49. Cc1ccc(-c2cn3nc(N4CCC(C(=O)Nc5ccccc5C)CC4)sc3n2)cc1
50. O=C(NCc1cccs1)C1CCCN(Cc2cccc(-c3ccsc3)c2)C1 (configuration not stated)
51. Cc1ccc([C@H]2CN(C(=O)CCc3c(C)nc4ncnn4c3C)C[C@@H]2N)o1

Assay by compound	41	42	43	44	45	46	47	48	49	50	51
SNCA expr inhib	-1%	119%[activator]	23%	-8%	-13%[87.6 µM]	26%	-5%	-16%	114%[activator]	?	-4%
IP6K1 inh	-5	13	-14	10	-4	-7	-5	-3	-8	-16&-4	-1
HEK cytotox	·	0%	·	·	-6%[230 µM]	-9%	·	-2%	·	40µM*	i
FLuc inh	·	25µM*	·	·	-13%[230 µM]	-13%	·	-2%	·	·	3%
NIH3T3 tox	·	-9%	·	·	-13%[174 µM]	-25%	·	35µM*	·	?	1%
GPT2 inh	·	-18%	·	·	i	?	·	-3%	·	i	i
HEK293 viab	1%	-3%[12.5 µM]	3%	3%	6%[87.6 µM]	?	-14%	2%	-11%	4%	3%

# 8 compounds already listed, arranged by number of heavy atoms, low to high.
45. F[C@@H]1CN(C2CCC2)C[C@@H]1OCc1nc2ncccc2[nH]1
48. c1cc(-c2ccnc3nc(CCC4CCCC4)nn23)ccn1
43. COc1ccc(-c2ccc(NS(=O)(=O)c3cccc(Cl)c3)cc2)nn1
42. CNC(=O)N1CCC(C2CCN(C(=O)CCCc3ccccc3)C2)CC1 (configuration not stated)
50. O=C(NCc1cccs1)C1CCCN(Cc2cccc(-c3ccsc3)c2)C1 (configuration not stated)
46. CN(C(=O)Cn1cccc1-c1nc(-c2ccccc2)no1)c1ccc(F)cc1
41. O=C(CSc1nc2c([nH]c3ccccc32)c(=O)n1-c1ccc(F)cc1)N1CCCCC1
44. COc1ccccc1-c1nn2c(=O)cc(CN3CCN(S(=O)(=O)c4ccc(C)cc4)CC3)nc2s1

Assay by compound	45	48	43	42	50	46	41	44
SNCA expr inhib	-13%[87.6 µM]	-16%	23%	119%[activator]	?	26%	-1%	-8%
IP6K1 inh	-4	-3	-14	13	-16&-4	-7	-5	10
HEK cytotox	-6%[230 µM]	-2%	·	0%	40µM*	-9%	·	·
FLuc inh	-13%[230 µM]	-2%	·	25µM*	·	-13%	·	·
NIH3T3 tox	-13%[174 µM]	35µM*	·	-9%	?	-25%	·	·
GPT2 inh	i	-3%	·	-18%	i	?	·	·
HEK293 viab	6%[87.6 µM]	2%	3%	-3%[12.5 µM]	4%	?	1%	3%

# Compound activity from PubChem.
